PKA-R1A act: activators of PKA-R1A complex | P00514+P68181 | PKA-R1A dissociation, Cy5-IP20 fluorescence polarization; scaled: DMSO 0%, 113 µM cGMP 100% | activation, % at 11.4 µM | hit rate 0.083% among 340,000;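 active = percent activation above the mean of all tested compounds plus 3 SD, cut at about 19% in these data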;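 note: higher means more PKAc released from R1A so a rise in polarization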
E coli growth: reduces bacterial viability in AddAB counter-screen | E. coli V3065 growth, OD600 absorbance, 18 h | inhibition, % at 11.9 µM | hit rate 0.27% among 330,000 | AID 449728;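 active = inhibition above the campaign's mean inhibition across all tested compounds plus 3 SD, cut at about 9.9% in these data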;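 note: uninfected addAB+ strain grown without phage in ampicillin broth; 0% = DMSO wells and 100% = ciprofloxacin 0.95 µg/ml wells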
Mot1-301 SUMO: SUMOylation pathway inhibition by Mot1-301 growth rescue. S. cerevisiae Mot1-301 growth rescue, ATP luminescence, 38.5C; percent above DMSO median, 100 means doubled. growth rescue, % at 18.8 µM. hit rate 1% among 320,000. AID 2716;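 active = every valid replicate shows activation above 250% relative to neutral control wells; inactive = the rest, any valid replicate at or below 250%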;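 note: OY570 slx delta 5 strain wells were the positive control but not used for scaling; some compounds called inactive have numbers as strong as hits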
AddAB inh: less growth of phage-infected E. coli with AddAB; E. coli expressing H. pylori AddAB, absorbance growth; inhibition, % at 11.9 µM; hit rate 0.29% among 330,000; AID 435030; in the data active = inhibition above about 12%;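 note: 0% = vehicle wells of infected cells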
HTR5A inv ctr: counter-screen for OPRM1-OPRD1 inverse agonists: human HTR5A inverse agonism | hit rate 0.083% among 340,000 | P47898 | inhibition, % at 9.3 µM | HTR5A cell line, luminescence; in the data active = inhibition mostly above about 23%, no sharp cut-off; inactive = mostly below about 18%;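 note: 0% = cells with DMSO and 100% = no-cell wells with DMSO; some compounds called inactive have numbers as strong as hits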
Target sequence (P47898 whole entry, looked up): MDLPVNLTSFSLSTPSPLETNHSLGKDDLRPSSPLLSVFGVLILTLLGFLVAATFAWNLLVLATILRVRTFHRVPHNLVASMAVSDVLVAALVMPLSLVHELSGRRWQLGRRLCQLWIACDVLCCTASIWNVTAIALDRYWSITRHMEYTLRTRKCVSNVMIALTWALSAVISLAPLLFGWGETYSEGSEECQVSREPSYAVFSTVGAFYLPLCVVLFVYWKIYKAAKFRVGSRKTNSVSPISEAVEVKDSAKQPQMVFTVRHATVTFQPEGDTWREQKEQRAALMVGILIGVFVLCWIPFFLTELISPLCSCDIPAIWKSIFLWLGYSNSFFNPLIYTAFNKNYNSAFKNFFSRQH
MOR-DOR ag: OPRM1-OPRD1 heterodimerization agonism | activation, % at 9.3 µM | cells, luminescence | AID 504326 | hit rate 0.3% among 340,000; in the data active = activation above about 18%;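 note: 0% = vehicle-treated cells and 100% = reference agonist; values of inactives mirror those of a sister screen read the other way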
Tat export inh: inhibitors of E. coli Tat protein transport | E. coli MC4100 TorA-mCherry Tat export, fluorescence | inhibition, % at 10 µM | hit rate 0.036% among 340,000;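 active = mean replicate inhibition at least 50% and at least half of replicates individually reaching 50%; inconclusive = only one of the two criteria met; inactive = neither criterion met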;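 note: exported cargo escapes ClpAP degradation while cytoplasmic cargo is degraded and loses fluorescence; 0% = median of neutral control wells and 100% = median of NaSCN control wells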
PKA-R2B activ: PKA-R2B complex activation. PKA-R2B holoenzyme dissociation, Cy5-IP20 fluorescence polarization; R2B truncated from residue 108, S112A mutant; 0% DMSO only, 100% 113 µM cGMP. activation, % at 11.4 µM. hit rate 0.079% among 340,000;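 active = activation above a cutoff set at the mean over all compounds plus 3 SD, cut at about 18% in these data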;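 note: higher means more holoenzyme dissociation and a rise in polarization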
Target sequence (P31323 whole entry, looked up, other chains not shown, the tested form may be a part): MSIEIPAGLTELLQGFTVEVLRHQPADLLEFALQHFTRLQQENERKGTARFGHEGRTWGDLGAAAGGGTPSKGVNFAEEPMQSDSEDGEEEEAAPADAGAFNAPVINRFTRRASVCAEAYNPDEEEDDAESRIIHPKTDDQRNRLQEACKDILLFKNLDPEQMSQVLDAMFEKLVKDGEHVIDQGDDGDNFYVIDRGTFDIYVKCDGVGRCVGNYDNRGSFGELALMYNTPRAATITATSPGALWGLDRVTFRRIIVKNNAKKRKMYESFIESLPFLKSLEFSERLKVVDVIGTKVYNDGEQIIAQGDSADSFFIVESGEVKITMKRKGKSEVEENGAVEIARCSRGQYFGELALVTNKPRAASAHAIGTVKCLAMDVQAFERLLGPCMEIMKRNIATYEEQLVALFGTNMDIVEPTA
phage Ecoli inh: E. coli growth loss with phage present; hit rate 0.26% among 360,000; inhibition, % at 11.9 µM; growth absorbance; in the data active = inhibition above about 11%
OPRM1-OPRD1 inv: mu-delta opioid heterodimer inverse agonism. P35372+P41143. cell-based MOR-DOR heterodimer luminescence. inhibition, % at 9.3 µM. hit rate 0.21% among 340,000; in the data active = inhibition above about 22%, passing the limit was not always enough;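 note: 0% = cells with DMSO and 100% = wells without cells with DMSO; values of inactives mirror those of a sister screen read the other way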
PfHsp90 set2: growth inhibition of yeast expressing Plasmodium Hsp90 | S. cerevisiae expressing PfHsp90, BacTiter-Glo ATP, 48 h; yeast lacking PDR1 and PDR3 efflux regulators | hit rate 0.32% among 310,000 | inhibition, % at 9.4 µM | AID 504621;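 active = every replicate shows inhibition above about 80%, whatever the replicate mean, limit read from the data; inconclusive = mean inhibition reaches the set limit but some replicate falls short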;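 note: 0% = DMSO neutral controls and 100% = 20 µM radicicol positive controls; yeast relying on Plasmodium falciparum Hsp90 in place of its own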
* marks the source's active call; other numbers are inactive results; ? = inconclusive; · = no result given.

SMILES	PKA-R1A act	E coli growth	Mot1-301 SUMO	AddAB inh	HTR5A inv ctr	MOR-DOR ag	Tat export inh	PKA-R2B activ	phage Ecoli inh	OPRM1-OPRD1 inv	PfHsp90 set2
O=C(O)C1CCCN1c1ncnc2c1oc1ccccc12 (stereo not drawn)	-2	1.6	4	0.7	-18	1.2	3	11	0.9	-7	-2
Cn1c(=O)c2c(ncn2CC(O)CNc2cccc(Cl)c2)n(C)c1=O (stereo not drawn)	3	-0.4	·	1.7	-14	0.5	-2	13	0.8	-3	·
COc1cc(S(=O)(=O)N2CCOCC2)ccc1NC(=O)COC(=O)/C=C/c1cc(OC)c(OC)c(OC)c1	-15	-1.4	6	-0.2	-2	-4.7	-13	-5	3.4	23	4
COC(=O)c1c(-n2c(C)cc(C=O)c2C)sc2c1CCCC2	-19	1.1	163	2.1	10	-0.8	0	-1	1.3	5	·
Cc1cccc(NC2(C(F)(F)F)N=C(c3ccccc3)NC2=O)n1 (stereo not drawn)	-13	-0.2	71	-1.2	2	-3.0	1	-6	·	16	13
CC(NC(=O)CCNC(=O)c1ccc(Br)cc1)c1ccc(S(N)(=O)=O)cc1 (stereo not drawn)	8	1.3	118	-5.0	-11	2.4	-4	8	-2.6	-15	·
COc1ccc(CCN2CC(C(=O)NCc3cnn(C(C)C)c3)CCC2=O)cc1 (stereo not drawn)	-4	0.2	-8	1.3	-29	-1.4	2	-7	2.6	7	16
Nc1nc2sc3c(c2cc1C(=O)N1CCOCC1)CCCC3	4	2.2	3	0.8	4	-2.5	-1	-8	-1.1	14	21
COC(=O)c1ccccc1S(=O)(=O)N1CCC(C(=O)OCC(=O)c2ccccc2OC)CC1	-8	-0.2	-2	3.8	2	-0.8	5	0	-1.2	5	11
COc1ccc(NC2CCCN(C(=O)c3ccc4[nH]c(C)c(C)c4c3)C2)cc1OC (stereo not drawn)	3	2.1	-9	1.4	23	-0.6	7	1	0.3	3	3
CCSC1=NCCN1S(=O)(=O)c1ccc(F)cc1	5	2.8	2	2.7	-7	-0.4	-5	15	4.4	2	1
CC(=O)Nc1ccc(CN2CCc3c([nH]c4ccccc34)C2c2ccccn2)cc1 (stereo not drawn)	2	0.6	-17	-0.3	7	4.9	2	-4	4.8	-35	17
COc1ccc(/C=N/NC(=O)C2C(C=C(Cl)Cl)C2(C)C)c(OC)c1 (stereo not drawn)	-5	0.2	4	0.7	14	3.7	2	-8	3.1	-18	4
COc1ccc(-c2cc3ccc(OCC(N)=O)cc3oc2=O)cc1OC	1	-0.8	98	3.7	3	-1.0	3	7	1.6	5	8
Cc1ccc2nc(C)cc(OCC(=O)O)c2c1	-3	0.9	-6	1.2	4	-2.4	-9	-1	0.5	14	-1
COc1ccc(-c2ccc(CNCCCN3CCOCC3)o2)cc1Cl	-2	-1.5	27	-0.6	-3	0.8	4	-8	0.8	-4	-15
CCC(C)(C)NC(=O)c1ccc(Br)o1	2	-0.2	-7	4.4	-10	-0.4	-10	9	1.5	2	10
CCn1cc(S(=O)(=O)CC(=O)Nc2cccc(C)c2)c2ccccc21	-5	-1.6	6	-0.2	-22	-1.8	-7	2	0.9	10	-10
CC(C)C/C(O)=C/c1nc2cc(Cl)ccc2oc1=O	-7	0.2	7	1.7	-3	-0.3	4	-9	-0.1	1	31
Cc1ccc(C(C(=O)NC2CCCC2)N(C(=O)c2csnn2)c2cccc(F)c2)o1 (stereo not drawn)	8	-0.6	-17	3.1	-5	0.3	2	2	-1.4	-2	-6
COc1cccc(N=CC2=C(O)CCCC2=O)c1	-7	-1.6	-9	2.7	11	-1.7	3	-4	3.4	10	-11
O=C(Nc1ccncc1)c1ccccc1F	-8	-1.3	17	-0.4	-1	-2.0	0	-13	3.0	11	-10
c1csc(-c2nnc(COc3ncnc4sccc34)o2)c1	5	1.0	-2	-0.3	18	-2.4	-11	2	0.6	12	-2
CSc1cccc(NC(=O)c2sc3nc4n(c(=O)c3c2C)CCC4)c1	-7	1.2	-5	0.9	-15	-3.1	-9	-5	3.8	16	0
COc1ccc(NC(=O)/C=C/C(=O)O)c(OC)c1	3	1.9	-2	0.5	-7	-2.5	-2	2	2.7	13	10
Cc1cc(Br)ccc1NC(=O)CN(C)C(=O)C1CCN(C(=O)c2ccc(F)cc2)CC1	-9	1.6	-4	-2.6	-2	0.1	1	-8	0.6	-1	·
O=C(CSCc1ccc(F)cc1)Nc1nc2c(s1)CCCC2	-6	-0.2	12	4.3	0	3.7	13	-10	3.4	-19	4
C=CCNC(=O)C1CC(=O)N(c2ccc(OCC(=O)Nc3ccc(C)cc3)cc2)C1 (stereo not drawn)	7	-0.1	3	0.5	2	-2.0	4	-2	1.6	11	-21
CCSc1ccccc1C(=O)N1CCCC1	9	1.3	-10	1.8	-8	-1.6	0	-1	2.4	8	·
CC(NC(=O)CN1CCN(c2cccc(Cl)c2)CC1)c1ccccc1 (stereo not drawn)	-9	3.0	86	3.1	-18	-0.2	-1	4	1.0	1	-2
CCOC(=O)N1CCN(C(=O)c2c(Cl)cnn2C)CC1	-9	·	-7	·	-23	-0.3	-1	-3	3.4	2	-8
CCOC(=O)C1CCCN(C(=O)C2CCN(Cc3nc(-c4ccc(Cl)cc4)oc3C)CC2)C1 (stereo not drawn)	-9	·	·	·	-1	0.6	13	-11	-2.2	-3	-83
CCc1cccc(CC)c1NC(=O)COC(=O)CCc1cc(OC)c(OC)c(OC)c1	-7	-1.2	·	0.8	-61	1.2	-4	-2	-0.9	-7	10
CC(=O)CC(=O)Nc1nc(C)cc(C)n1	-5	-1.1	5	1.4	0	-1.1	-6	1	5.3	5	-8
CC(C)(C)C(=O)O/N=C(\N)COc1cccc(Cl)c1	3	-1.7	6	3.6	-8	-0.1	-4	3	3.8	1	-7
Cc1cc(NC(=O)CCCC(=O)OCC(F)(F)C(F)F)cc(C)c1C(=O)O	7	-1.3	221	0.2	-18	0.9	2	3	2.6	-5	-35
Cc1cc(C(=O)O[C@H]2[C@H](C)NS(=O)(=O)[C@H]3C[C@@H]4C=C[C@]23O4)cc([N+](=O)[O-])c1	8	0.2	-4	0.6	1	-1.2	2	4	-0.2	7	-5
Cc1ccc(OCc2ccc(C(=O)Nc3cc(C)on3)o2)c([N+](=O)[O-])c1	-14	0.2	4	-0.4	-3	5.0	24	1	0.9	-20	-14
COc1ccc(OC)c(NC(=O)N[C@@H](Cc2ccccc2)C(=O)O)c1	-4	0.2	13	-0.1	-2	-1.8	-1	9	1.0	9	-12
CN1CN(C)c2ccc([N+](=O)[O-])c3cccc1c23	-3	-0.6	-2	-2.7	16	-0.8	-8	-5	-1.4	4	6
Cc1ccc([N+](=O)[O-])cc1NC(=O)CSc1nnc(C)n1CC1CCCO1 (stereo not drawn)	-2	0.1	175	2.0	-5	-1.9	3	-1	-2.6	12	-21
Cn1c(=O)c2c(nc(OCc3cccnc3)n2Cc2ccccc2)n(C)c1=O	3	-1.0	·	1.2	-6	0.3	-9	3	0.3	-2	15
Cc1onc(-c2ccccc2)c1C(=O)N1CCN(S(=O)(=O)c2ccccc2C(F)(F)F)CC1	6	-3.2	-17	-0.4	15	0.7	-10	7	-1.4	-6	4
Oc1ccccc1CNCCCNCc1ccccc1O	-1	-0.5	-13	2.4	9	-0.6	-9	-1	-0.5	4	-11
CCC1=NN2C(=N)/C(=C\c3cccn3-c3ccc(C)cc3C)C(=O)N=C2S1	-9	-0.4	·	0.7	-10	5.3	11	-1	1.9	-33	94*
Cc1cccc(Nc2nc(N)nc(CN3CCN(c4ccccc4)CC3)n2)c1	-4	-3.6	15	-1.2	11	-1.3	18	0	-0.5	7	3
Cc1cc(C)n(NC(=S)NC2CCCC2)c(=O)c1C#N	2	1.1	-8	0.7	1	-1.4	5	6	-0.5	7	-2
COC(=O)c1cc(C(=O)OCC(=O)Nc2cc(C)on2)cc([N+](=O)[O-])c1	-6	2.5	2	0.6	-42	0.9	4	-1	1.9	-5	20
CCOc1ccc(NS(=O)(=O)c2ccc(Cl)c(C(=O)N(C)Cc3cccnc3)c2)cc1	5	-1.2	-6	0.3	-3	-3.6	-1	-7	0.4	14	-29
CN1CCN(C(=O)C2=C[C@H](C(C)(C)C)C[C@H](OCCCCO)O2)CC1	1	0.3	-5	0.8	-7	-1.5	-1	-3	2.8	9	-1
CCc1ccc(NS(=O)(=O)c2ccc3[nH]cc(C(=O)N4CCc5ccccc54)c(=O)c3c2)cc1	-8	-2.1	-9	0.6	-6	0.1	-4	-14	-0.6	-1	-5
COc1cccc(CN(C)C(=O)c2cc(-c3cccs3)nc3ccccc23)c1	-2	-0.6	-12	0.9	12	-1.1	8	5	0.7	6	28
Cn1nc(-c2ccc(C(=O)N3CCN(Cc4ccccc4)CC3)cc2)c2ccccc2c1=O	2	0.8	-6	2.6	-15	0.1	-7	-4	2.3	-1	-13
Cn1c(SCc2ccc(Cl)cc2)nnc1C1CC1	0	-2.4	-9	-0.7	8	0.8	7	-10	3.3	-5	16
O=C(NCC(O)COc1ccc([N+](=O)[O-])cc1)c1ccccc1 (stereo not drawn)	7	-3.0	-11	-1.7	13	-0.9	-8	5	3.3	5	8
CNC(=O)c1nnn(-c2ccccc2)c1C(=O)NC	-6	-1.0	34	3.0	10	0.2	-8	-7	1.3	-1	36
O=C(O)c1ccc(C2SCC(=O)N2Cc2ccco2)cc1 (stereo not drawn)	0	0.8	10	5.8	3	0.1	0	0	5.4	-1	-13
Cc1nc(SCC(=O)Nc2ccc(CN3CCCC3)cc2)c2c(C)c(C)sc2n1	2	-1.2	4	-0.6	25	0.9	10	-3	-0.5	-3	·
CN(Cc1ccccc1F)C(=O)C1CCCN(C(=O)c2ccc(Cl)cc2)C1 (stereo not drawn)	-5	·	·	·	6	-1.9	-4	-3	-2.2	10	·
COc1cccc(C(=O)Nc2cc([N+](=O)[O-])ccc2N2CCN(C)CC2)c1	-6	-3.3	-8	-4.8	-10	-1.3	?	2	2.7	7	0
CCOc1ccc(CNc2ncc(-c3ccccc3)n2C)cc1	-6	-1.4	-11	1.7	8	-2.9	-2	-5	1.7	14	-9
O=S(=O)(c1cnc[nH]1)N1CCN(c2ccccc2)CC1	-3	2.4	-9	1.8	6	0.2	7	8	2.2	-1	-8
O=C(COC(=O)c1ccncc1)Nc1cccc2ccccc12	-2	-0.4	14	0.8	-6	-1.8	-9	-12	2.7	9	12

Screening data from PubChem BioAssay.
